VIM-2 inh: VIM-2 metallo-beta-lactamase inhibitors, primary screen, biochemical, epi-absorbance readout, Pseudomonas aeruginosa enzyme | purified VIM-2, nitrocefin hydrolysis, epi-absorbance fluorescence | inhibition, % at 5.6 µM | hit rate 0.89% among 290,000 | AID 1527, 2009;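 active means inhibition above the mean of all tested compounds plus 3 SD, cutoff set per screening run, cut at about 7.5% in these data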;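 further: red hydrolysis product quenches plate fluorescence so inhibitors raise well fluorescence; 0% = enzyme with DMSO and 100% = DMSO without enzyme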
MEKK2mut PB1 HTS: MEK5 binding signal on mutant MEKK2 PB1, primary screen, biochemical, multiplex bead flow cytometry, Alexa488-MEK5 | Alexa488-MEK5 binding to MEKK2 mutant | hit rate 0.35% among 290,000 | percent response, % at 10 µM; in the data active means percent response above about 24%, passing the limit was not always enough; further: inactives centre near 1; some results filed as inactive read as strong as hits
NS3 helicase inh: inhibitors of HCV NS3 helicase, primary screen, biochemical, Cy5 molecular beacon fluorescence; NS3 helicase DNA unwinding; inhibition, % at 10.9 µM; hit rate 0.56% among 290,000;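 active means inhibition above the mean of all tested compounds plus 3 SD, set per campaign, cut at about 35% in these data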;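 further: 0% = DMSO wells and 100% = thioflavine S control wells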
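System: Hepatitis C virus NS3 helicase domain fragment enzyme | Reagent: Annealed dual-labelled DNA beacon duplex, ATP-started | Compound dosing: 10.9 µM single point, 0.8% DMSO | Incubation: 1 h reaction at 25 °C, ATP-initiated | Technique: Cy5 fluorescence | Evaluation: Percent inhibition from t60/t0 fluorescence ratio | Benchmarks: Low DMSO, high thioflavine S at 110 µM | Replication: Singlicate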
MEKK2 WT-MEK5: modulators of MEK5 binding to wildtype MEKK2, primary screen, biochemical, multiplex bead flow cytometry, Alexa488-MEK5; binding response (% of control), % at 10 µM; Alexa488-MEK5 binding to MEKK2 WT; actives lie on both sides; hit rate 1.1% among 290,000; Mitogen-activated protein kinase kinase kinase 2 (Homo sapiens), Q9Y2U5; in the data active means binding response below about 67% or above about 130%
UBC9 SUMO inh: inhibitors of in vitro SUMOylation cascade, primary screen, biochemical, HTRF, uHTS | HTRF SUMOylation assay, SAE1/SAE2 + UBC9 | inhibition, % at 35 µM | hit rate 0.36% among 290,000 | AID 2006, 2009; in the data active means inhibition above about 50%, passing the limit was not always enough; further: strong numbers were not always called active
Target sequence (P63279 whole entry, looked up): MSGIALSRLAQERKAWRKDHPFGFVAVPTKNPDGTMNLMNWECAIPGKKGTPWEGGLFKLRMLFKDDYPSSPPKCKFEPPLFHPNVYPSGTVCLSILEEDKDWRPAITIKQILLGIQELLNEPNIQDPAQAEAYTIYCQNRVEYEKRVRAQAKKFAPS
PfM18AAP inh: PfM18AAP inhibitors, malaria aminopeptidase, primary screen, biochemical, QFRET, recombinant enzyme. H-Glu-NHMec fluorogenic cleavage. inhibition, % at 7.35 µM. hit rate 1.2% among 290,000. AID 1822, 2009;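 active means inhibition above the campaign mean inhibition over all tested compounds plus 3 SD, cut at about 28% in these data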;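 further: 0% = plate median of test compound wells and 100% = 2 mM ZnCl2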
IMP-1 inh: IMP-1 metallo-beta-lactamase inhibitors, primary screen, biochemical, epi-absorbance readout, Pseudomonas aeruginosa enzyme; metallo-beta-lactamase IMP-1 (Pseudomonas aeruginosa); purified IMP-1, nitrocefin hydrolysis, epi-absorbance fluorescence; inhibition, % at 5.6 µM; hit rate 0.45% among 290,000;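 active means inhibition above the mean plus 3 SD of all compounds in the same screening run, cut at about 4.5% in these data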;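 further: 0% = IMP-1 with DMSO and 100% = DMSO wells lacking enzyme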
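System: Purified IMP-1 | Read-out basis: Percent enzyme inhibition | Controls: IMP-1 with DMSO as 0%, enzyme-free DMSO as 100% | Replicates: One well per compound | Doses: 5.6 µM nominal single concentration | Detection: Epi-absorbance fluorescence, 480 nm excitation, 530 nm emission | Incubation: 25 °C, 15 min preincubation, 25 min reaction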
NALP1 yeast inh: NALP1 inflammasome inhibitors in reconstituted yeast, colorimetric, S. cerevisiae, triplicate retest. S. cerevisiae NALP1/ASC/caspase-1 growth, X-gal OD620, 72 h. inhibition, % at 10 µM. AID 2071, 2009. hit rate 0.61% among 280,000; in the data active means inhibition mostly above about 24%, no sharp cut-off; inactive means mostly below about 32%; further: some compounds called inactive have numbers as strong as hits
DNA FID counter: compounds displacing fluorescent DNA intercalator, primary screen, artefact control for HCV NS3 helicase inhibitor project, biochemical, FID fluorescence; inhibition, % at 7.9 µM; DNA fluorescent intercalator displacement; hit rate 0.17% among 290,000; AID 1845, 2009; in the data active means inhibition above about 37%;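 further: 0% = vehicle and 100% = reference compound; higher means more ethidium bromide displaced from hairpin DNA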
The depositor's hits bear a star; · = not tested or not shown; [ ] = another dose, or the depositor's remark.

SMILES	VIM-2 inh	MEKK2mut PB1 HTS	NS3 helicase inh	MEKK2 WT-MEK5	UBC9 SUMO inh	PfM18AAP inh	IMP-1 inh	NALP1 yeast inh	DNA FID counter
COc1ccc(Cl)cc1NC(=O)CN(C)CC(=O)Nc1cc(OC)c(OC)c(OC)c1	-1.2	-6.0	1.6	100.0	18.3	0.0	-2.1	6.3	-35.4
Cc1c(Nc2cc(N3CCCCCC3)c3nonc3c2[N+](=O)[O-])c(=O)n(-c2ccccc2)n1C	-1.2	5.0	-1.9	99.0	13.9	-1.8	-2.2	5.0	1.0
O=C(CCNC(=O)Cn1ccc2ccccc2c1=O)NCCN1CCN(c2ccccc2F)CC1	-2.7	2.0	-11.9	100.0	·	-0.4	-3.2	·	-0.3
O=C(c1ccc(S(=O)(=O)Nc2ccccc2)cc1)N1CCCCCCC1	-1.5	11.0	-1.2	112.0	2.4	2.9	-0.9	7.6	-35.6
COc1ccc(-c2csc(NC(=O)c3ccco3)n2)cc1	-2.3	4.0	-2.7	109.0	-22.8	1.8	-3.1	5.0	-12.6
O=C(Nc1c(C(=O)N2CCOCC2)cnn1-c1ccccc1)c1ccco1	0.0	4.0	-6.1	99.0	-4.2	-7.3	-1.6	-0.7	-1.7
CSc1nc(N)nc(N(C)C)n1	-4.4	3.0	-6.3	104.0	-8.1	0.5	-2.2	5.7	0.9
CCC(=O)N1N=C(c2ccc(NS(C)(=O)=O)cc2)CC1c1ccc(N(C)C)cc1 (stereo not drawn)	-0.7	1.0	-5.0	98.0	-11.4	9.3	0.3	16.4	-14.9
COc1ccc(S(=O)(=O)N2CCC(C(=O)N3CCCC3)CC2)cc1C	-0.3	-7.0	-2.1	98.0	-11.8	-0.5	2.6	10.0	-21.7
O=C(N/N=C/c1ccc(O)cc1O)c1ccc(CN2C(=O)c3cccc4cccc2c34)cc1	-3.8	-5.0	-2.3	89.0	-50.0	7.9	-2.9	1.4	-24.8
O=C(NCc1cccs1)c1cccnc1C(=O)O	-1.7	6.0	-4.8	103.0	4.3	4.2	-4.2	21.2	5.8
CC(=O)c1ccc(OCC(C)C)c(Cc2c(O)nc(N)[nH]c2=O)c1	-2.6	-2.0	2.8	98.0	4.3	1.9	-1.4	22.4	-9.9
CCOc1ccc(CCNC(=O)Cc2ccc(NC3=NC4CS(=O)(=O)CC4S3)cc2)cc1 (stereo not drawn)	0.6	-4.0	2.5	99.0	0.5	0.4	-0.6	4.5	-16.0
CCCC[n+]1ccc(-c2nc3ccc([N+](=O)[O-])cc3[nH]2)cc1	0.8	-7.0	19.0	87.0	-6.1	5.0	0.3	28.8	25.2
CC(=O)NC(Cc1cc(C)ccc1C)C(=O)N1CCN(C(=O)c2ccc([N+](=O)[O-])cc2)CC1 (stereo not drawn)	-2.5	4.0	-3.0	106.0	12.8	-7.1	-2.1	-4.5	-29.3
NC(=O)CN1C(=O)C2CCCCN2C(=O)c2ccccc21 (stereo not drawn)	-0.2	1.0	12.1	99.0	13.1	-2.2	-0.2	2.9	-5.8
CCOc1cccc2cc(C(N)=O)c(=NCc3ccccc3)oc12	-3.3	-7.0	15.4	94.0	-3.4	0.5	-3.0	-2.3	-2.9
CCCCNC(=S)Nc1cc(S(=O)(=O)N2CCCCC2)ccc1C	-3.3	3.0	-17.9	103.0	-9.7	-7.6	-3.2	-12.9	-17.8
Clc1cccc(Cl)c1/C=N\Nc1nccs1	0.1	1.0	-6.0	101.0	-4.4	-8.8	-1.6	-0.7	1.3
O=C(O)c1ccc(-n2nncc2-c2ccccc2)cc1	-1.6	5.0	-3.3	106.0	1.7	-3.6	1.2	13.8	-3.7
CCOc1ccc(Nc2cc(C)c3ccccc3n2)cc1	2.6	4.0	-23.8	111.0	7.3	-11.7	-0.7	34.2	-8.4
Cc1ccc2nc(N3CCN(C(=O)c4ccc(F)cc4)CC3)c(C#N)cc2c1	2.1	-3.0	9.7	96.0	-4.4	10.2	0.7	-26.8	-13.6
CCC(=S)/C=C1\Sc2ccc3ccccc3c2N1CCCS(=O)(=O)O	-0.6	7.0	28.1	112.0	26.8	-23.7	1.6	2.1	-31.5
C=CCn1c(/N=C/c2ccc(OC)cc2)nc2ccccc21	-2.6	7.0	-9.5	108.0	-3.4	0.4	-2.9	13.4	-3.5
Oc1ccccc1C1CCCCC1c1ccccc1 (stereo not drawn)	-2.2	7.0	-17.6	106.0	-6.6	1.1	-4.0	9.3	-2.8
Cn1c(/C=C/c2ccc(Br)cc2)nc2ccccc2c1=O	0.5	-10.0	-4.7	97.0	44.6	1.2	-2.7	19.8	-18.3
Cc1ccc(C(=O)NCc2ccc(Cl)cc2)o1	-3.0	-2.0	3.9	96.0	-6.6	3.9	-3.4	15.0	-4.0
O=C(/C=C/c1ccc(Cl)cc1)Nc1nccs1	-3.2	1.0	-1.9	100.0	11.7	2.6	-3.7	13.1	-3.8
CC(C)NCCCOc1ccc(C(C)(C)c2ccccc2)cc1	-3.1	3.0	-19.2	111.0	-8.1	8.5	-0.4	-7.9	4.9
CSc1ccc(C#N)cc1NC(=O)c1ccc(Cl)nc1	-0.7	-2.0	1.0	104.0	-6.4	1.3	-2.5	20.1	0.8

Filtered by structure, those above containing fluorine
SMILES	VIM-2 inh	MEKK2mut PB1 HTS	NS3 helicase inh	MEKK2 WT-MEK5	UBC9 SUMO inh	PfM18AAP inh	IMP-1 inh	NALP1 yeast inh	DNA FID counter
O=C(CCNC(=O)Cn1ccc2ccccc2c1=O)NCCN1CCN(c2ccccc2F)CC1	-2.7	2.0	-11.9	100.0	·	-0.4	-3.2	·	-0.3
Cc1ccc2nc(N3CCN(C(=O)c4ccc(F)cc4)CC3)c(C#N)cc2c1	2.1	-3.0	9.7	96.0	-4.4	10.2	0.7	-26.8	-13.6

Carrying on.
SMILES	VIM-2 inh	MEKK2mut PB1 HTS	NS3 helicase inh	MEKK2 WT-MEK5	UBC9 SUMO inh	PfM18AAP inh	IMP-1 inh	NALP1 yeast inh	DNA FID counter
O=C(O)CCC1(c2ccccc2)NC(=O)NC1=O (stereo not drawn)	-2.9	-9.0	-2.9	97.0	8.4	-1.1	-2.8	-0.7	0.4
COCCn1nnnc1C(c1ccc(C(F)(F)F)cc1)N1CCOCC1 (stereo not drawn)	-0.6	4.0	4.1	101.0	-0.3	-4.2	0.4	-0.9	-3.8
Cc1c(Cl)c([N+](=O)[O-])nn1CCCC(=O)Nc1cc(Oc2ccccc2)cc([N+](=O)[O-])c1	-4.4	20.0	3.9	118.0	-6.2	-1.5	-1.1	37.1	4.3
COC(=O)N/N=C/c1cc(C)n(-c2ccccc2)c1C	-4.0	-4.0	10.8	1.0*[inhibitor]	13.8	-1.4	-1.8	15.9	-1.6
Nc1cc(N2CCCCC2)c(Cl)cc1[N+](=O)[O-]	-1.8	-5.0	-3.3	94.0	4.9	1.2	-2.4	13.2	8.3
COc1ccccc1NC(=O)CCC(=O)N/N=C(/C)c1ccc(C)cc1	-3.6	-1.0	-26.4	99.0	-7.1	8.0	-4.6	29.9	-11.1
COc1ccc(C(=O)c2oc3ccccc3c2N)cc1	-3.3	-6.0	-4.5	87.0	-0.5	5.7	-1.3	30.1	-2.1
O=C(Nc1ccc(C(=O)NCCCN2CCCCC2)cc1)C1=CSCCO1	0.8	3.0	-9.6	110.0	7.2	-12.7	-0.8	25.8	0.9
Cn1c(=O)c(C(=O)NCc2ccc(F)cc2)c(O)c2ccccc21	-3.6	12.0	-4.0	113.0	7.7	2.3	-2.4	12.0	-4.2
CCCC(c1nnnn1Cc1ccc(OC)cc1)N1CCN(C(=O)c2ccco2)CC1 (stereo not drawn)	-3.2	2.0	3.2	104.0	-0.4	7.3	-1.9	-12.2	-32.0
S=C1NC2=C(CCCC2=C2SCCCS2)C(c2ccccc2)N1 (stereo not drawn)	1.4	-2.0	34.8	91.0	17.1	-8.2	0.2	0.7	2.9
Nc1nnc(CCN2C(=O)CSC2=O)s1	-4.8	2.0	6.5	104.0	-0.7	1.4	-5.8	6.1	3.4
N#C/C(=C\c1ccccc1)c1ccccn1	-2.1	-3.0	3.2	101.0	5.2	-7.8	0.0	-8.4	1.0
CC1CCCCN1c1ncnc2ccccc12 (stereo not drawn)	-2.8	-5.0	0.9	92.0	18.8	-3.2	-5.8	7.0	1.9
NC(=O)CC(NC(=O)Cc1ccc(Br)cc1)c1ccc(N2CCC(N3CCCC3)CC2)c([N+](=O)[O-])c1 (stereo not drawn)	-1.9	16.0	1.2	115.0	13.4	7.0	-5.1	18.6	18.9
O=C(NCc1nc2ccccc2[nH]1)C1=C[C@@H](C2CCCCC2)C[C@@H](OCCCCO)O1	·	6.0	·	102.0	-14.2	·	·	-4.1	·
COc1ccc(/C=N/N2CCN(c3ccncc3S(=O)(=O)N3CCCCC3)CC2)cc1	-3.1	6.0	2.4	105.0	-18.5	2.5	-5.3	4.2	-5.5
N#Cc1c(-c2cccs2)cc(C2CC2)nc1SCC(N)=O	0.1	-6.0	0.3	99.0	13.4	-0.8	-2.9	18.1	-10.2
O=C(c1ccc(S(=O)(=O)N2CCOCC2)cc1)N(c1ccccn1)C1CCCCC1	1.9	-30.0	3.5	89.0	4.8	-13.3	-1.2	25.7	-29.6
COc1ccccc1CCn1cc(C#N)c(=O)[nH]c1=O	-3.3	-20.0	-5.7	80.0	10.5	3.1	-5.4	-8.0	-0.7
Cc1nc(Nc2ccncc2)c2oc3ccccc3c2n1	44.8*	1.0	4.6	98.0	23.2	-0.8	0.1	5.4	17.2
Cc1[nH]c(=O)[nH]c(=O)c1S(=O)(=O)Nc1cccc(C(F)(F)F)c1	-3.3	6.0	3.1	111.0	-7.4	3.5	-3.6	-15.5	-4.5
Cc1cc(OCC(=O)NCCN2CCOCC2)cc(C)c1Cl	-1.3	2.0	3.2	110.0	-20.7	0.6	-3.0	4.0	-6.1
COCc1cc(=O)[nH]c(SCC(=O)Nc2ccccc2)n1	-4.1	-2.0	1.1	101.0	15.0	1.6	-3.0	6.5	-2.3
Cc1ccc(OCC(=O)c2cc(C)n(C3CC3)c2C)c([N+](=O)[O-])n1	-1.7	4.0	-1.5	102.0	8.5	12.3	0.0	34.9	2.8
COc1ccc(CC(=O)c2ccc(OC)c(OC)c2)cc1	0.2	-5.0	0.9	90.0	14.4	-2.2	-0.4	33.7	-12.6
